# Assay outcomes from PubChem BioAssay.
# AT treatment – potential ataxia-telangiectasia treatments restoring KAP-1 phosphorylation | […] A-T fibroblasts, KAP-1 phosphorylation AlphaLISA; neocarzinostatin DNA damage 30 min before lysis | Potency, µM (doses to about 57.5 µM), inactives show top-dose activation, actives largely listed as activators | 0.19% of 320,000 active | AID 485349; note: potency is the fitted concentration of half-maximal effect; % of control where 0% means no effect; nearly all actives have a fitted effect of over 45% in size
#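 hTERT-immortalized A-T patient fibroblasts ([…]), 500 cells/well in OPTI-MEM, 1% FBS, got compounds for 60 min, then NCS for 30 min at 37C. Lysates were then assayed for phospho-KAP-1 by AlphaLISA (anti-pKAP1 donor, anti-KAP1 acceptor beads), 6 hr at 25C.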
# MLL CXXC-DNA inh – inhibitors of human MLL CXXC domain-DNA interaction | Q03164 | MLL-CXXC / FITC-HOXA9 DNA fluorescence polarization | 0.037% of 290,000 active | Potency, µM (top dose mostly 115 µM), for the others: at the top dose activity change, negative = inhibition, most hits filed as inhibitors; active = well fitted inhibition curve with a large enough effect in the polarisation, with a control signal flat, not every such curve was filed as active; inconclusive = small, poorly fitted or top-dose-only effect, or effect the other way, or a change in a side signal; inactive = no such curve, though single readings can be large or run the other way; the % refers to the polarisation; note: potency is the fitted concentration of half-maximal effect
#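 Fluorescence polarization: 7 uM MLL-CXXC (stock) preincubated 5 min with compounds, then 50 nM fluorescein-HOX-A9 DNA (stock) added; 30 min ambient. Buffer 50 mM Tris-HCl pH 7.5, 50 mM NaCl, 1 mM DTT, 0.05% BSA.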
# FBPA coupling cs – coupling enzyme interference in Giardia aldolase counter-screen. coupling enzyme system counterscreen, AmpLite Red fluorescence. activity change, negative = inhibition, % at 58.2 µM, hits read low. 0.67% of 290,000 active. AID 2472; in the data active = activity change below about -30%; note: % is set by controls: 0 for no effect and ±100 for the full control effect
#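 First, compound is pin-transferred into glyceraldehyde-3-phosphate coupling-enzyme reagent at 57.5 uM final and held 10 min at RT. Next, substrate, coupling system and AmpLite Red are added. After 20 min RT, fluorescence (525/598 nm) is read.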
# MBNL1 CUG block – MBNL1-poly(CUG) RNA binding inhibition; 0.036% of 280,000 active; TR-FRET MBNL1-His/biotin-(CUG)12 binding, 665/545 ratio; AID 2675; Q9NR56; Potency, µM (titrated, usually from 57.5 µM), without a hit: at the top dose activity change, negative = inhibition, hits mostly inhibitors; active = well fitted inhibition curve with a large enough effect in the signal ratio, with a control signal flat, not every such curve was filed as active; inconclusive = small, poorly fitted or top-dose-only effect, or effect the other way, or a change in a side signal; inactive = no such curve, though single readings can be large or run the other way; the % refers to the signal ratio; note: potency is the fitted concentration of half-maximal effect; % is set by controls: 0 for no effect and ±100 for the full control effect
#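 Ratiometric TR-FRET (665 over 545 nm, excitation 340 nm) tracks disruption of MBNL1-His/biotin-(CUG)12 complex after 60 min at room temperature, with compounds at 92 nM to 58 uM final.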
# Integrin act MD – activates integrin-mediated alleviation for muscular dystrophy; alpha7betagal myoblasts, beta-gal FDG fluorescence, 48 h; Potency, µM (doses to about 38.3 µM), inactives show top-dose activation, hits mostly activators; 0.064% of 350,000 active;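 note: potency is the fitted concentration of half-maximal effect; 100% = response of the positive control SU9516; nearly all actives have a fitted effect of over 60% in size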
#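 Alpha7betagal+/- myoblasts (passage 13) were plated 16-24 hr, then exposed to compounds (1:260 dilution of DMSO stock) for 48 hours at 37C. After MPER lysis, β-galactosidase reporter activity was read as FDG fluorescence (ex 480/em 540) after 30 minutes.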
# GALK inh – galactokinase (human) inhibition. Purified GALK, Kinase-Glo residual ATP luminescence. Potency, µM (titrated, usually from 57.5 µM), without a hit: at the highest dose activity change, negative = inhibition, usual class: inhibitors. 0.007% of 270,000 active. AID 1868; note: potency is the fitted concentration of half-maximal effect; % is set by controls: 0 for no effect and ±100 for the full control effect
#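 ATP-depletion format; final 35 uM ATP, 100 uM D-galactose, 5 nM enzyme; pH 8.0 HEPES/Mg2+ buffer; 60 min RT; luminescence read 10 min after detection reagent.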
# S-ASM inh – inhibitors of human secretory acid sphingomyelinase. placental ASM, HMU-PC fluorogenic substrate, 60 min. Potency, µM (titrated, usually from 57.5 µM), inactives show at the top dose activity change, negative = inhibition, hits mostly inhibitors. AID 504937. P17405. 0.006% of 340,000 active; note: potency is the fitted concentration of half-maximal effect
#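 HMU-PC0 cleavage (9 uM final) by human placental ASM, 60 min at 37 °C following 10 min compound exposure at RT; stopped at pH 10, fluorescence Ex 386/Em 447 nm.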
# KCNH2 WT inh – blocks the wildtype human KCNH2 potassium channel | U2OS, BacMam KCNH2, thallium flux FluxOr; stronger effect = lower value | activity change, % at 1.84 µM | 0.37% of 340,000 active | AID 720551 | Q12809;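 active = maximum activity change below -70%; inconclusive = maximum activity change between -70% and -50%; inactive = maximum activity change above -50%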; note: % is set by controls: 0 for no effect and ±100 for the full control effect
#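 U2OS cells transduced with wild-type KCNH2 virus are loaded with FluxOr dye for 45 min, and thallium flux is measured in kinetic reads before and after stimulation buffer. Rate constants are normalized to DMSO controls.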
# TRPV1 agonist – agonists of human vanilloid receptor 1 (TRPV1) | Q8NER1 | activation, % at 8.33 µM | AID 540275 | 0.19% of 320,000 active | TRPV1-expressing cells, Fluo-8 calcium influx, agonist mode; in the data active = activation above about 80%; inconclusive = between about 30% and that limit; note: 0% is about no effect
#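 Fluo-8 calcium influx in TRPV1-expressing cells, kinetic read (ex 480/em 520 nm). Compound added and read 3 min for agonist activity, followed by capsaicin at EC20 final and 2 min further read for enhancement.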
# KCNH2 3.1 block – inhibitors of human KCNH2 3.1 potassium channel isoform. U2OS KCNH2 3.1, thallium flux FluxOr; stronger effect = lower value. activity change, % (tested at about 1.8 µM). 0.95% of 340,000 active. AID 720553;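 active = maximum activity change below -70%; inconclusive = maximum activity change from -70% to -50%; inactive = maximum activity change above -50%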;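 note: thallium influx rate constant from kinetic fluorescence after stimulation buffer; % is set by controls: 0 for no effect and ±100 for the full control effect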
#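 Virally transduced U2OS (3.1 isoform, 4 h infection in dark at RT) → overnight 37 C → FluxOr + Red40 in HBSS/HEPES, 45 min → stimulation buffer, 2 min kinetic read → rate constant vs DMSO controls.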
# * hit, by the source's call; u = inconclusive; x = not tested or not shown; & = joins results of further samples; [ ] = another dose, or the depositor's remark. Unless noted, calls come from the whole dose curve; as a rule, active = well fitted curve in the direction sought with a large enough effect; inconclusive = small, poorly fitted or top-dose-only effect, or another doubt; inactive = no such curve, though single readings can be large; an effect the other way counts as inactive or inconclusive.
SMILES,AT treatment,MLL CXXC-DNA inh,FBPA coupling cs,MBNL1 CUG block,Integrin act MD,GALK inh,S-ASM inh,KCNH2 WT inh,TRPV1 agonist,KCNH2 3.1 block
COc1ccc(-c2nc(CS(=O)CC(=O)N3CCN(C)CC3)c(C)o2)cc1 (configuration not stated),-2%,16%,-1,3%,u,0%,6%,-3,-2,-1
S=C(NCc1ccccn1)NN=Cc1ccccn1,x,x,x,x,-32%,x,2%,-6,x,5
C=CCNC(=S)Nc1cc(S(=O)(=O)N2CCOCC2)ccc1-n1cncn1,-9%,5%,0,-28%,u,-1%,4%,2,-2,17
COc1ccc(-c2[nH]ncc2C2N=C(N)Nc3nc4ccccc4n32)cc1 (configuration not stated),2%,0%,-3,-5%,13%,-1%,0%,-4,0,0
CC(C)NS(=O)(=O)c1ccc(OCC(=O)Nc2ccc(F)cc2)cc1,1%,6%,-1,-5%,8%,-2%,-2%,9,2,8
CCOC(=O)c1ccc2ncc(C(=O)OCC)c(Nc3ccc(N4CCOCC4)cc3)c2c1,17%,-3%,-1,u,-57%[inhibitor],0%,-18%,0,22,-4
CC1(c2nnc(-c3cccc(Cl)c3)o2)CC(c2ccccc2)=NO1 (configuration not stated),x,x,x,x,1%,x,1%,-7,x,-4
COc1ccc(CN2CCN(c3nc4ccccc4s3)CC2)cc1,-7%,0%,1,-1%,6%,-1%,4%,-3,-1,-33
COC(=O)c1ccc(/C=C/C(=O)c2ccc(OC)c(OC)c2)cc1,u,-7%,-3,-10%,-63%[inhibitor],-2%,-17%,-11,-2,-7
CC1CCN(c2cc(C#N)c(C#N)cc2[N+](=O)[O-])CC1,x,-3%,-1,11%,17%,1%,2%,2,-3,1
CCC1(c2ccccc2)NC(=O)N(CC(=O)Nc2ccccc2C(=O)NC2CC2)C1=O (configuration not stated),9%,x,x,x,-3%,x,x,6,0,11
Cc1onc(-c2c(F)cccc2Cl)c1C(=O)NC(=S)Nc1c(C)n(C)n(-c2ccccc2)c1=O,4%,-5%,1,-3%,-4%,-1%,-1%,1,2,5
Cc1ccc(C)c(OCC(O)CN2CCc3ccccc3C2)c1C (configuration not stated),17%,9%,-1,6%,-72%[inhibitor],-1%,1%,24,13,-25
CCn1cc(CNC(=O)c2ccc(C)s2)cn1,0%,-15%,0,-11%,19%,-1%,-1%,4,-1,2
Cc1ccc(C(=O)NNC(=O)c2ccc(S(=O)(=O)N3CCCCC3)cc2)cc1,-4%,x,x,x,u,x,0%,-1,x,7
Cc1cccc(CN2CCC(Oc3ccc(C(=O)N4CCCC4)cc3)CC2)n1,8%,u,-4,0%,-10%,5%,-1%,-5,2,4
O=C(Nn1cnc2ccccc2c1=O)c1ccc([N+](=O)[O-])cc1,4%,4%,3,x,29%,-1%,-1%,-2,-3,8
CCCN(CC(=O)Nc1ccccc1OC)C(=O)CCC(=O)c1ccc(Cl)s1,2%,x,x,x,-10%,x,5%,10,3,2
CC(=O)Nc1ccc(NC(=O)c2c(-c3ccccc3Cl)noc2C)cc1,1%,-3%,1,-2%,30%,-2%,-3%,1,-3,5
C[C@@H]1CN([C@@H](C)CO)C(=O)c2cc(NS(=O)(=O)c3cccs3)ccc2O[C@H]1CN(C)Cc1ccc(C(F)(F)F)cc1,-4%,x,x,x,11%,x,0%,-3,x,0
On1c(-c2ccccc2)nc2ccc(Cl)cc21,-6%,5%,-5,7%,-15%,-1%,1%,-1,-1,-7
CCOc1ccc(NC(=O)CN(C)C(=O)c2ccc(COc3ccccc3)o2)cc1OCC,16%,x,x,x,-15%,x,0%,3,2,10
CCN(CC)S(=O)(=O)c1cc(NC(=O)C2=COCCO2)ccc1Cl,-12%,x,x,x,23%,x,1%,0,u,14
O=C(NCCC1=CCCCC1)C1CCN(C(=O)Cc2ccccc2)CC1,-7%,4%,4,2%,-21%,0%,9%,7,2,1
O=C(COC(=O)c1ncc(Cl)c(Cl)c1Cl)NCCc1ccccc1,-6%,x,x,x,-12%,x,-3%,-35,14,-7
# Other structures follow:
SMILES,AT treatment,MLL CXXC-DNA inh,FBPA coupling cs,MBNL1 CUG block,Integrin act MD,GALK inh,S-ASM inh,KCNH2 WT inh,TRPV1 agonist,KCNH2 3.1 block
C=CCCCCc1nc2ccccc2c(=O)n1N,6%,13%,0,0%,-23%,3%,3%,10,1,6
COCCN1C(=O)N[C@@H](c2ccco2)C(C(C)=O)=C1C,11%,-6%,1&3,15%,18%,x,-3%,6,-1,10
O=C(Nc1ccc(N2CCCC2)cc1)c1cccc(-c2cc3ccccc3oc2=O)c1,-4%,7%,3,0%,-24%,1%,-5%,17,0,-2
Nc1ccccc1SC1CC(=O)N(c2ccc3c(c2)OCO3)C1=O (configuration not stated),14%,0%,-13,-10%,-6%,-1%,-2%,-2,-6,9
CC(C)N(C)C(=O)C(=O)c1cccn1-c1cccc(Cl)c1C#N,-1%,19%,-5,-6%,19%,-1%,3%,0,1,-1
CCC(CC)C(=O)N1c2ccc(F)cc2CCC1C (configuration not stated),-2%,3%,-2,-1%,10%,0%,0%,0,0,1
CCC(C)NC(=O)C1c2ccccc2C(=O)N1Cc1cc(OC)ccc1OC (configuration not stated),3%,9%,0,3%,9%,0%,-3%,3,6,-3
CC(C)n1cc(CN2CCCC(C(=O)Nc3ccccc3Oc3cccnc3)C2)cn1 (configuration not stated),5%,-7%,2,0%,u,2%,4%,16,3,-29
COc1ccc(OC)c(NC(=O)CSc2nc3ccccc3c3nc4ccccc4n23)c1,-1%,22%,5,u,x,-3%,x,x,3,x
S=c1[nH]nc(CN2CCCCC2)n1-c1ccc(Cl)cc1,-3%,7%,0,-15%,7%,-2%,-3%,-5,0,5
O=C(O)c1ccccc1-c1ccccc1C(=O)Nc1nc2ccccc2s1,15%,-4%,24,x,-3%,-4%,8%,-5,x,9
CC1CCCCN1C(=O)COC(=O)c1cc([N+](=O)[O-])ccc1N (configuration not stated),-2%,x,x,x,-25%,x,-2%,3,-2,27
CCN1CCN(c2ccc([N+](=O)[O-])cc2S(=O)(=O)N2CCOCC2)CC1,-1%,7%,2,u,9%,13%,-1%,35,1,-37
CC(C)(C)c1ccc(OCC(=O)Nc2ccc(-c3nc4cccnc4o3)cc2)cc1,x,-2%,1,-5%,12%,2%,7%,4,1,-17
CSc1nc(C)cc(Oc2ccc(=O)[nH]n2)n1,-2%,-4%,0,-1%,-19%,0%,0%,7,4,4
CCc1ccc(-n2c(C)nc3cc(C(=O)NCc4cccnc4)ccc32)cc1,-11%,-11%,0,2%,-5%,-1%,6%,-3,u,9
CCN(CCCNC(=O)CN1C(=O)COc2ccc(S(=O)(=O)N3CCC(C)CC3)cc21)Cc1ccccc1,2%,8%,-1,2%,-54%[inhibitor],8%,6%,-29,4,-6
COc1cccc(OC)c1C(=O)OCC(=O)N(C)c1ccccc1,2%,-3%,0,-8%,u,5%,2%,-20,-1,-6
CSc1ccc(S(=O)(=O)Nc2c(C)n(C)n(-c3ccccc3)c2=O)cc1,4%,-1%,2,14%,22%,3%,4%,5,-2,-5
COc1ccc(-c2nc(=S)c3c([nH]2)Oc2ccc(C)cc2C3)cc1O,-2%,u,-1,x,24%,0%,-1%,3,-6,20
Nn1c(SCC(=O)NC2CCCC2)nnc1-c1ccccc1F,x,3%,3,-9%,11%,-1%,3%,-6,0,-16
CC(C)C(=O)OCc1cn(-c2ccc(Cl)c(Cl)c2)nn1,1%,5%,-1,-10%,0%,-1%,-1%,-7,u,-9
COc1ccc(Cl)cc1S(=O)(=O)N1CCC(C(=O)NC2CCCC2)CC1,24%,-3%,-1,6%,15%,8%,2%,-2,-8,-22
CC1=NN(c2nc(-c3ccc(C)cc3)cs2)C(=O)C1N=Nc1ccc(C(N)=O)cc1 (configuration not stated),3%,11%,0,11%,-14%,5%,-9%,-16,0,-17
CCCS(=O)(=O)c1nc(S(=O)(=O)c2ccc(C)cc2)c(NCc2ccc3c(c2)OCO3)s1,19%,u,1,16%,27%,0%,1%,17,3,-3
CC(C)C(=O)Nc1c2c(nc3c1CCC3)CCCC2,12%,-1%,5,1%,1%,0%,0%,-10,0,0
Cc1ccc(-c2noc(=O)n2CC(=O)c2ccc(Cl)cc2)cc1,1%,-14%,-3,-10%,-12%,5%,-7%,24,22,-10
Cc1ccccc1S(=O)(=O)Cc1ccc(C(=O)NCCN2CCCCC2C)o1 (configuration not stated),x,-2%,2,-6%,10%,1%,5%,32,-5,0
CC(C)(C)C(=O)Nc1nc2ccc(S(C)(=O)=O)cc2s1,3%,16%,2,-10%,10%,6%,-1%,-2,1,20

# Compounds were not picked by outcome, and some 2% of all compounds hit somewhere here.
